M. tuberculosis: growth inhibition of non-replicating M. tuberculosis (AID 488890). Mycobacterium tuberculosis non-replicating, growth inhibition; higher % means a stronger effect. inhibition, % at 25 µM, or IC50 in µM where a hit was titrated. 320,000 compounds, 0.39% hits; in the data active means a potency from the dose series; inconclusive means inhibition mostly from about 82% at the one dose, without a potency; inactive means the rest, 99 in 100 with inhibition below about 76%;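 further: plate controls were DMSO cells for no effect and high antibiotic wells for full effect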
VEEV TC-83 Vero: inhibitors of VEEV TC-83 cytopathic effect, confirmation, Vero cells (AID 588727); Vero cells, VEEV TC-83 cytopathic effect inhibition; higher % means a stronger effect; inhibition, % at 20 µM; hits with a dose series show IC50 in µM; 350,000 compounds, 0.13% hits; in the data active means a potency from the dose series; inconclusive means inhibition mostly from about 14% at the one dose, without a potency; inactive means the rest, 99 in 100 with inhibition below about 12%; further: strong numbers were not always called active
H37Rv inhibition: M. tuberculosis growth inhibition, HTS (AID 449762); M. tuberculosis H37Rv growth inhibition, 7H9 media; higher % means a stronger effect; inhibition, % at 25 µM; hits with a dose series show IC50 in µM; 330,000 compounds, 0.59% hits; in the data active means a potency from the dose series; inconclusive means inhibition above about 70% without an active follow-up result;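 further: bacterial growth assessed after seven days of incubation; strong numbers were not always called active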
influenza NS1A: NS1A inhibition, H1N1 influenza, cell based functional assay (AID 504329); inhibition, % at 12.5 µM, or IC50 in µM where a hit was titrated; 340,000 compounds, 0.3% hits; NS1A functional cell-based assay, percent inhibition; higher % means a stronger effect; in the data active means a potency from the dose series; inconclusive means inhibition above about 27% without an active follow-up result; further: strong numbers were not always called active
PhoP GFP inhibition: PhoP regulon inhibitors, Salmonella typhi PhoP promoter GFP reporter, confirmatory (AID 1850). 310,000 compounds, 0.33% hits. Salmonella Typhi PhoP-promoter GFP reporter, fluorescence, 4 h; higher % means a stronger effect. one-dose inhibition, % at 50 µM; IC50 in µM for titrated hits; in the data active means a potency from the dose series; inconclusive means inhibition mostly from about 25% at the one dose, without a potency; inactive means the rest, 99 in 100 with inhibition below about 19%;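 further: 0% = induced wells with vehicle and 100% = uninduced wells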
* marks the source's active call; other numbers are inactive results; i = inactive; ? = inconclusive; · = no result given; & = joins results of further samples.

1: COc1cc(C(=O)OCC(=O)Nc2ccc(OC(F)F)cc2)cc(OC)c1OC
2: COc1cc(CO)ccc1OCc1nnnn1-c1ccc(C)cc1
3: CCC[C@@H]1Cc2ccccc2N1C(C)=O
4: COc1cc(NC(=O)CSc2nc3[nH]ncc3c(=O)n2-c2ccc(Cl)cc2)cc(OC)c1
5: Cc1ccc(NCc2ccccc2)cc1
6: C/C(=N\Nc1nc(N2CCOCC2)nc(N2CCOCC2)n1)c1ccc([N+](=O)[O-])cc1

assay / compound,1,2,3,4,5,6
M. tuberculosis,4%,-22%,-15%,-8%,26%,-3%
influenza NS1A,-15%,0%,-60%,1%,6%,-13%
PhoP GFP inhibition,4%,-6%,·,2%,3%,4%
H37Rv inhibition,10%,0%,-2%,3%,-1%,3%
VEEV TC-83 Vero,0.4%,i,0.3%,5.5%,i,0.9%

7: COC(=O)c1ccccc1-n1c(CCC(=O)O)ccc1-c1ccc(F)cc1
8: CN(C)/C=N/c1ncnc2c1cnn2-c1ccc(C(F)(F)F)cn1
9: Fc1ccc(OCCOCCN2CCNCC2)cc1
10: CC(C)CCn1c(SCC(=O)N2CC(=O)Nc3ccccc32)nc2scc(-c3cccs3)c2c1=O
11: COc1ccccc1N1CCN(C(=O)c2cc3c(=O)n(C)c4ccccc4c3n2C)CC1
12: COc1cccc(Nc2nc(C)cc(C)c2C#N)c1

assay / compound,7,8,9,10,11,12
M. tuberculosis,0%,·,-8%,30%,25%,2%
influenza NS1A,18%,4%,-7%,-9%,1%,-2%
PhoP GFP inhibition,7%,·,-4%,-14%,10%,11%
H37Rv inhibition,5%,·,-4%,-4%,0%,-6%
VEEV TC-83 Vero,0.2%,1.4%,i,5.9%,9.4%,i

13: COc1ccc(S(=O)(=O)N(Cc2cc3ccc(OC)cc3[nH]c2=O)CC2COCCO2)cc1 (stereo not drawn)
14: CCOC(=O)N1CCN(c2cc(=O)n(-c3cccc(C)c3)c(=O)[nH]2)CC1
15: CC(C)[C@H](NC(=O)c1ccccc1)C(=O)NCCc1ccccc1
16: Cc1nn2c(=O)cc(CSc3nc4ccccc4[nH]3)nc2s1
17: O=C(NNc1nc2cc3c(cc2s1)OCO3)c1ccccc1
18: COc1cc(/C=N\NC(=O)c2cccc(Cl)c2)ccc1Oc1ccc([N+](=O)[O-])cn1

assay / compound,13,14,15,16,17,18
M. tuberculosis,22%,-3%,-5%,-20%,·,41%
influenza NS1A,-83%,5%,9%,-1%,5%,3%
PhoP GFP inhibition,-4%,-7%,4%,0%,-8%,2%
H37Rv inhibition,9%,10%,7%,0%,-5%,7%
VEEV TC-83 Vero,3.6%,1.3%,0.7%,1.4%,2.3%,?

Gathered by group: the compounds so far containing a nitro group on carbon
6: C/C(=N\Nc1nc(N2CCOCC2)nc(N2CCOCC2)n1)c1ccc([N+](=O)[O-])cc1
18: COc1cc(/C=N\NC(=O)c2cccc(Cl)c2)ccc1Oc1ccc([N+](=O)[O-])cn1

assay / compound,6,18
M. tuberculosis,-3%,41%
influenza NS1A,-13%,3%
PhoP GFP inhibition,4%,2%
H37Rv inhibition,3%,7%
VEEV TC-83 Vero,0.9%,?

Carrying on.
19: Cc1ccc2nc(SCC(=O)NCc3ccco3)c(C)cc2c1
20: O=C(c1sccc1-c1ccccc1)N1CCN(S(=O)(=O)c2ccccc2)CC1
21: CCN(CC)S(=O)(=O)c1ccc(Oc2ccc(S(=O)(=O)N(CC)CC)cc2)cc1
22: Cc1ccc(C(=O)c2c(NC(=O)c3ccncc3)sc3c2CCCC3)cc1
23: CC1NC(=S)N(Cc2ccccc2)C1=O (stereo not drawn)
24: COc1cc2c(cc1OC)CN(CC(=O)Nc1cccc([N+](=O)[O-])c1)CC2

assay / compound,19,20,21,22,23,24
M. tuberculosis,53%,3%,10%,24%,-2%,19%
influenza NS1A,1%,-4%,0%,12%,-10%,1%
PhoP GFP inhibition,7%,-2%,-13%,0%,13%,1%
H37Rv inhibition,18%,-23%,-2%,56%,5%,-2%
VEEV TC-83 Vero,0.5%,6.3%,i,1.6%,0.9%,0.1%

25: CC(NC(=O)/C(C#N)=C1\N=C(NC(=O)c2ccco2)c2ccccc21)c1ccccc1 (stereo not drawn)
26: C=CCn1c(CCn2c3ccccc3c3ccccc32)n[nH]c1=S
27: Cc1nc(P(=O)(c2ccccc2)c2ccccc2)c(N2CCOCC2)o1
28: COc1ccc(CCN(C)C(=O)c2cncc(Br)c2)cc1OC
29: CCOCCCNC(=O)C(c1ccc(OC)cc1)N(Cc1ccc2c(c1)OCO2)C(=O)c1ccccc1O (stereo not drawn)
30: COc1cccc(-n2c(SC)nnc2-c2c[nH]c3ccccc23)c1

assay / compound,25,26,27,28,29,30
M. tuberculosis,0%,-13%,0%,-5%,22%,0%
influenza NS1A,·,0%,4%,9%,-3%,-4%
PhoP GFP inhibition,1%,19%,-7%,5%,2%,6%
H37Rv inhibition,-2%,2%,8%,-2%,-6%,-5%
VEEV TC-83 Vero,5.8%,1.1%,3.5%,0.8%,2.6%,12%

31: CCc1cccc(C)c1NC(=O)CSc1nnc(C)o1
32: Cn1cc(-c2cccc(C(F)(F)F)c2)cc(C#N)c1=O
33: Cc1sc(NC(=O)c2ccco2)c(CN2CCN(c3ccc(F)cc3)CC2)c1C
34: COc1cccc(-c2noc(-c3ccc(Br)o3)n2)c1
35: O=C1CCCN1c1ccc(CNS(=O)(=O)c2ccc(F)cc2)cc1
36: O=C(O)c1cc2c(cc1NC(=O)c1c(F)cccc1Cl)OCCCO2

assay / compound,31,32,33,34,35,36
M. tuberculosis,-11%,-24%,5%,16%,-14%,9%
influenza NS1A,-9%,19%,8%,-6%,1%,2%
PhoP GFP inhibition,-4%,5%,-7%,3%,30%,11%
H37Rv inhibition,-2%,-1%,-11%,1%,-4%,-3%
VEEV TC-83 Vero,0.6%,i,i,7.5%,i,1.8%

37: COc1ccccc1NC(=O)Nc1cc(C(C)(C)C)nn1C
38: CC(=O)c1cccc(N2C(=NC(=O)COc3ccccc3)SC3CS(=O)(=O)CC32)c1 (stereo not drawn)
39: CCc1nnc(NC(=O)c2ccc(S(=O)(=O)N(CC(C)C)CC(C)C)cc2)o1
40: COc1ccc2ccccc2c1CNCCc1ccccc1
41: CCn1c(SCC(=O)Nc2nccs2)nnc1-c1ccccn1
42: CC/C(=N\NC(=O)c1c(C)nc2ccccn12)c1ccc(Cl)cc1

assay / compound,37,38,39,40,41,42
M. tuberculosis,10%,5%,?,33%,20%,36%
influenza NS1A,-2%,-5%,17%,-7%,-13%,5%
PhoP GFP inhibition,10%,-18%,9%,-6%,-8%,-5%
H37Rv inhibition,7%,3%,19%,5%,-3%,-4%
VEEV TC-83 Vero,0.8%,2.2%,1.6%,i,1.1%,i

43: COc1ccc(NS(=O)(=O)c2cc(NC(=O)Cc3n[nH]c(=O)c4ccccc34)ccc2OC)cc1
44: Cc1ccc(NC(=O)C2CC(O)CN2C(=O)Oc2ccccc2)c(C)c1 (stereo not drawn)
45: C=CCCC(=O)Nc1ccc(Br)cn1
46: COc1cccc(N2C(=O)/C(=C/c3ccc(C)o3)C(=O)NC2=S)c1
47: Cc1cccc(N2CCN(C(=O)COCc3cc(-c4ccc5c(c4)OCO5)on3)CC2)c1C
48: O=C(NC1CCN(Cc2ccc(Cl)c(Cl)c2)CC1)c1ccccc1

assay / compound,43,44,45,46,47,48
M. tuberculosis,·,-7%,0%,1%,?,13%
influenza NS1A,-14%,1%,-5%,-10%,-3%,-8%
PhoP GFP inhibition,·,7%,2%,-2%,-9%,0%
H37Rv inhibition,·,-1%,-3%,2%,3%,-3%
VEEV TC-83 Vero,2.4%,3.5%,0.8%,33%,2.5%,4.9%

49: COc1ccc(NC(=O)N(C)C[C@H]2Oc3ccc(NC(=O)CCC(F)(F)F)cc3C(=O)N([C@H](C)CO)C[C@@H]2C)cc1
50: Cn1c(SCCCC(=O)c2ccc(Br)cc2)nnc1-c1ccncc1
51: O=C(COc1ncnc2ccccc12)NCCC1=CCCCC1
52: CCOC(=O)c1ccc(NC(=O)c2cc(C)nn2-c2ccccc2)cc1
53: COc1ccc(C2=NO[C@@H]3C(=O)N(c4ccc5c(c4)OCCO5)C(=O)[C@H]23)cc1OC
54: Cc1ccc(S(=O)(=O)N2CCN(C(=O)C3=COCCO3)CC2)cc1C

assay / compound,49,50,51,52,53,54
M. tuberculosis,9%,15%,-15%,12%,-3%,-5%
influenza NS1A,-27%,-4%,3%,-13%,-6%,-10%
PhoP GFP inhibition,·,-4%,-5%,-4%,-1%,14%
H37Rv inhibition,-9%,-2%,-10%,3%,-16%,-1%
VEEV TC-83 Vero,0.2%,i,1.8%,3.8%,4.2%,0.8%

55: CCn1cc(S(=O)(=O)N2CCN(c3ccc(Cl)cc3)CC2)cn1
56: Cc1cc(=O)[nH]c(SCC(=O)NCC2CCCCC2)c1C#N
57: CC(C)(CO)CNC(=O)CCc1nnc(C2(c3ccc(Cl)cc3)CCC2)o1
58: COc1cc2c(cc1NC(=O)C(C)NCc1ccccc1)oc1ccccc12 (stereo not drawn)
59: Cn1c(Cc2ccccc2)nnc1SCc1cc(=O)n2ccsc2n1
60: COn1c(SC2CCCCC2)nc2ccccc2c1=O

assay / compound,55,56,57,58,59,60
M. tuberculosis,-1%,8%,-6%,67%,-5%,30%
influenza NS1A,-7%,3%,-3%,3%,7%,21%
PhoP GFP inhibition,-5%,17%,-6%,-6%,9%,0%
H37Rv inhibition,-10%,1%,0%,34%,1%,16%
VEEV TC-83 Vero,1.6%,1.1%,0.1%,5.6%,1.3%,i

Just influenza NS1A and PhoP GFP inhibition (4 entries from above):
No. | molecule | influenza NS1A | PhoP GFP inhibition
35 | O=C1CCCN1c1ccc(CNS(=O)(=O)c2ccc(F)cc2)cc1 | 1% | 30%
36 | O=C(O)c1cc2c(cc1NC(=O)c1c(F)cccc1Cl)OCCCO2 | 2% | 11%
37 | COc1ccccc1NC(=O)Nc1cc(C(C)(C)C)nn1C | -2% | 10%
38 | CC(=O)c1cccc(N2C(=NC(=O)COc3ccccc3)SC3CS(=O)(=O)CC32)c1 (stereo not drawn) | -5% | -18%

The list continues.
61: CC1=NOC(=O)/C1=C\c1ccc(-c2ccc(Cl)c(C(=O)O)c2)o1
62: COCCn1c(SCC(=O)NCc2ccccc2)nc2ccccc21
63: CCOc1ccc(CCNC(=O)COC(=O)/C=C/c2ccc(OC(F)F)c(OC)c2)cc1OCC
64: O=C(C1=C(O)C(=O)N(c2ccccc2)C1c1ccc([N+](=O)[O-])cc1)c1cccs1 (stereo not drawn)
65: CCOC(=O)C1CCCN(C(=O)c2cc(S(=O)(=O)N3CCCCCC3)ccc2OC)C1 (stereo not drawn)
66: CCN(CC)CCNC(=O)c1ccc(NC(=O)c2cccc(S(=O)(=O)Nc3ccc(C)cc3)c2)cc1

assay / compound,61,62,63,64,65,66
M. tuberculosis,·,-8%,6%,47%,-7%,5%
influenza NS1A,2%,9%,-7%,-5%,-4%,5%
PhoP GFP inhibition,·,9%,0%,-10%,·,-6%
H37Rv inhibition,·,0%,1%,-5%,-13%,2%
VEEV TC-83 Vero,0.6%,i,1.0%,1.6%,2.3%,1.8%

67: CCCc1nnc(SCC(=O)Nc2ccc(Cl)cc2Cl)o1
68: CCOC(=O)CSc1nc2cc(OCC)ccc2cc1C#N
69: CN1CCN(C(=O)Nc2cccc(-c3ccccc3)c2)CC1
70: O=C(CNC(=O)c1ccc(-c2ccccc2)cc1)OCc1ccc(Br)cc1
71: CC(Cc1ccccc1)N1C(=O)c2cccc([N+](=O)[O-])c2C1=O (stereo not drawn)
72: CC(C)N=C1SCC(C)(/C=N/O)S1 (stereo not drawn)

assay / compound,67,68,69,70,71,72
M. tuberculosis,78%,45%,-9%,·,-4%,5%
influenza NS1A,4%,7%,-1%,-9%,-10%,-5%
PhoP GFP inhibition,-18%,-4%,2%,-8%,-8%,1%
H37Rv inhibition,-1%,-4%,-9%,·,3%,5%
VEEV TC-83 Vero,0.1%,6.4%,0.6%,1.0%,0.5%,i

73: CC(C)Cn1cnc2c(=O)oc3ccccc3c21
74: CC1CCc2cc(F)cc3c(=O)c(C(=O)O)cn1c23 (stereo not drawn)
75: Cc1ccc(S(=O)(=O)N(C)c2cc(S(N)(=O)=O)c(C)cc2C)cc1
76: CCOC(=O)C1=CN(Cc2ccccc2)CCC1=O
77: C[C@@]12N[C@@H](Cc3ccccc31)c1ccccc12
78: C=CCNC(=O)c1ccccc1NC(=O)c1ccccc1
79: Cc1ccc(S(=O)(=O)c2n[nH]n3c2nc(=O)c2ccccc23)cc1

assay / compound,73,74,75,76,77,78,79
M. tuberculosis,-18%,35%,1%,·,-12%,1%,9%
influenza NS1A,5%,4%,-9%,0%,4%&-3%,-3%,8%
PhoP GFP inhibition,-11%,6.2µM*,-18%,·,-5%,-2%,11%
H37Rv inhibition,-12%,?,-3%,·,-6%,-5%,4%
VEEV TC-83 Vero,1.6%,0.9%,2.2%,0.0%,0.5%&0.8%,0.6%,1.2%
